Screening data deposited in PubChem by National Center for Advancing Translational Sciences (NCATS).
MCF10A rerep – DNA re-replication induction in MCF 10a cells; Potency, µM (highest dose often 46.1 µM), inactives show at the highest dose activity, positive = re-replication, most hits filed as activators; AID 624296; MCF 10A DNA re-replication, Hoechst nuclear intensity, 48 h; 350,000 compounds, 2.9% hits; also: potency is read from the fitted curve at half-maximal effect; % of control where 0% means no effect; nearly all actives have a fitted effect of over 50% in size
SW480 rereplic – inducers of DNA re-replication in SW480 colon cancer cells; Potency, µM (titrated, usually from 46.1 µM), for inactives: at the highest dose re-replication activation, actives largely listed as activators; 340,000 compounds, 1.8% hits; SW480 DNA re-replication, Hoechst DNA content imaging, 48 h; also: potency is read from the fitted curve at half-maximal effect; % of control where 0% means no effect; nearly all actives have a fitted effect of over 55% in size
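Hoechst fluorescence of nuclei (405 nm excitation, 500-530 nm emission) measured by plate-scanning imager after 48 hr compound exposure at 37 C; re-replication scored as increased number of nuclei with elevated intensity.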
HT1080NT lethal – kills 2HG-producing HT-1080-NT fibrosarcoma cells | 360,000 compounds, 1.6% hits | AID 686970 | HT-1080-NT fibrosarcoma viability, CellTiter-Glo ATP luminescence, 48 h | Potency, µM (series often up to 46.1 µM), inactives show top-dose activity, negative = less viability, actives largely listed as cytotoxic;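 also: NT is the 2HG producing partner of a matched IDH1 knockdown line; potency is read from the fitted curve at half-maximal effect; 0% = DMSO-treated cells and -100% = media-only wells without cells; nearly all actives have a fitted effect of over 55% in size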
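Toxicity toward the 2HG-producing NT line was scored as %Activity, normalised to DMSO and no-cell wells, from CellTiter-Glo luminescence after 48 hours' treatment.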
ATXN2 expr inh – inhibitors of ATXN2 expression; Potency, µM (series often up to 57 µM), for inactives: top-dose activity change, negative = inhibition, most hits filed as inhibitors; 360,000 compounds, 0.72% hits; AID 1745845; HEK-293 ATXN2-luciferase reporter, luminescence, 24 h; also: potency is read from the fitted curve at half-maximal effect; % is scaled to controls: 0 for no effect and ±100 for the full control effect; nearly all actives have a fitted effect of over 55% in size
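ATXN2-luciferase reporter cells (luciferase flanked by upstream and downstream ATXN2 gene portions) were treated 24 h at 37 °C with compounds at up to 57 uM. SteadyGlo luminescence gave expression; GF-AFC fluorescence gave viability.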
KB-3-1 cytotox – kills parental KB-3-1 adenocarcinoma cells | KB-3-1 viability, CellTiter-Glo ATP luminescence, 72 h | Potency, µM (highest dose often 46.1 µM), for the others: top-dose activity change, negative = cytotoxic, hits mostly cytotoxic | 400,000 compounds, 1.4% hits | AID 1347075; also: potency is read from the fitted curve at half-maximal effect; % is scaled to controls: 0 for no effect and ±100 for the full control effect; nearly all actives have a fitted effect of over 60% in size
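KB-3-1 cells, DMEM (no phenol red) + 10% FBS; compound by pin transfer, 72 h, 37 °C. Readout: CellTiter-Glo luminescence after 10 min. Data normalized, curve-fitted.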
WRN helicase inh – inhibitors of human WRN helicase. AID 651768. Q14191. Potency, µM (highest dose often 114 µM), for the others: at the highest dose activity change, negative = inhibition, hits mostly inhibitors. 360,000 compounds, 0.46% hits. WRN helicase unwinding, fluorescent forked duplex, kinetic; also: potency is read from the fitted curve at half-maximal effect; % is scaled to controls: 0 for no effect and ±100 for the full control effect; nearly all actives have a fitted effect of over 55% in size
Target sequence (Q14191 whole entry, looked up): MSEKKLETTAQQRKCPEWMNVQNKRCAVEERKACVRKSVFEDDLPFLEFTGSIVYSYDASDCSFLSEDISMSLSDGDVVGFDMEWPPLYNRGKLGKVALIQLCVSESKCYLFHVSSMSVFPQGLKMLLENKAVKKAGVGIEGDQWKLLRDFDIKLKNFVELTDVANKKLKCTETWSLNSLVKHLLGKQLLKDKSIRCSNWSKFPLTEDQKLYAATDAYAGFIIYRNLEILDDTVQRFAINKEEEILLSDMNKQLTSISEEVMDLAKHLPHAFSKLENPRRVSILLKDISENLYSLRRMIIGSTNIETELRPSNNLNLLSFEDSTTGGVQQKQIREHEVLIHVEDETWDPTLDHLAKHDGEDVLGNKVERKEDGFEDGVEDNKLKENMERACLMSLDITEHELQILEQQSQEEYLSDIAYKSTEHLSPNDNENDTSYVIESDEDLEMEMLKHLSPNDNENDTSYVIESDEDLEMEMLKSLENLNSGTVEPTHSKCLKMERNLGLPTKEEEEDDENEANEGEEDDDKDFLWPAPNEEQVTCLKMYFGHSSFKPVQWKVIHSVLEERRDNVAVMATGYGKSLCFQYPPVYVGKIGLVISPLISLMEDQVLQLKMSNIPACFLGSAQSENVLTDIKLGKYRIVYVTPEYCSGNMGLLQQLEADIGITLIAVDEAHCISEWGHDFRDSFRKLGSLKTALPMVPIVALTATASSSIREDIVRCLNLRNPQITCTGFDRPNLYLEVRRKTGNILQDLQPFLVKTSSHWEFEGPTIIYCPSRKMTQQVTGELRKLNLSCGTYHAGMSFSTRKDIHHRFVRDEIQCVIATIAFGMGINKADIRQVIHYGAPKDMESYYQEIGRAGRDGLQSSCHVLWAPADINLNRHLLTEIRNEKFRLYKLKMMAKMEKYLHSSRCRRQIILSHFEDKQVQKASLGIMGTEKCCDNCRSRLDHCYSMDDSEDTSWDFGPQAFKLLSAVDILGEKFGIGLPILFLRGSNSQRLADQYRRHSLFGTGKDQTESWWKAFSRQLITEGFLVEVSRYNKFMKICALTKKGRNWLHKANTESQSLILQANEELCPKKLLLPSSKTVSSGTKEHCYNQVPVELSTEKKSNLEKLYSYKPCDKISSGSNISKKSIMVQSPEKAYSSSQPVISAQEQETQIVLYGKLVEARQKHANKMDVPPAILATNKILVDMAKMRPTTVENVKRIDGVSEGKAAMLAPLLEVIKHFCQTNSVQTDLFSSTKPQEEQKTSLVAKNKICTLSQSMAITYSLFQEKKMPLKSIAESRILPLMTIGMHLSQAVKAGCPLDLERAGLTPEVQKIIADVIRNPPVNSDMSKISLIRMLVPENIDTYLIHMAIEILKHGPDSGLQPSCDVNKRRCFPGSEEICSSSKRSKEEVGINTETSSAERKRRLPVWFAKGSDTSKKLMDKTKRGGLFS
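WRN at 20 nM final preincubated with compound 15 min at room temperature; reaction started with 100 nM fluorophore/quencher forked duplex oligonucleotide and 2 mM ATP final. Unwinding followed kinetically by red fluorescence (ex 525, em 598 nm).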
IL-1B inflam inh – blocks inflammasome-driven IL-1 beta release | THP-1 LPS/ATP IL-1B secretion, AlphaLISA, 16 h; stronger effect = lower value | activity change, % at 57.5 µM | 360,000 compounds, 4.7% hits; in the data active = activity change below about -50%; inconclusive = mostly about -30% to -49%; also: % is scaled to controls: 0 for no effect and ±100 for the full control effect
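THP-1 cells pretreated 1 hr with compounds (up to 57.5 uM final), then stimulated with LPS (250 ng/mL final) plus ATP (1.25 mM final); secreted IL-1B measured by AlphaLISA after 16 hr, decreased signal indicating inhibition.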
KB-V1 cytotox – KB-V1 MDR subline cytotoxicity. Potency, µM (doses to about 46.1 µM), inactives show at the highest dose activity change, negative = cytotoxicity, actives largely listed as cytotoxic. 400,000 compounds, 3.4% hits. KB-V1 MDR cells viability, CellTiter-Glo, 72 h; also: potency is read from the fitted curve at half-maximal effect; % is scaled to controls: 0 for no effect and ±100 for the full control effect; nearly all actives have a fitted effect of over 60% in size
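Cytotoxicity via CellTiter-Glo luminescence after 72 h compound exposure at 37 degrees C. Cells: drug-selected KB-V1 line, DMEM phenol-red free plus 10% FBS. Compounds tested at multiple concentrations; normalized data fitted to concentration-effect curves.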
HT1080 IDH1KD tx – HT-1080 IDH1 knockdown cell toxicity (counter line). Potency, µM (series often up to 46.1 µM), without a hit: top-dose activity, negative = toxicity, most hits filed as cytotoxic. HT-1080 IDH1 knockdown viability, ATP luminescence, 48 h. 360,000 compounds, 2% hits;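 also: potency is read from the fitted curve at half-maximal effect; 0% = DMSO wells and -100% = cell-free medium wells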
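Knockdown cells (IDH1KD HT-1080) received compounds 2 h after plating at 750 cells/well and were kept 48 h at 37 °C in 5% FBS RPMI. A CellTiter-Glo luminescence read gave % activity for curve fitting.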
Starred values were filed as active, the others as inactive; ? = inconclusive; / = not tested or not shown; & = joins results of further samples; [ ] = dose if it differs, or a comment. Unless noted, calls follow the shape of the dose curve; as a rule, active = well fitted curve in the direction sought with a large enough effect; inconclusive = small, poorly fitted or top-dose-only effect, or another doubt; inactive = no such curve, though single readings can be large; an effect the other way counts as inactive or inconclusive.

SMILES	MCF10A rerep	SW480 rereplic	HT1080NT lethal	ATXN2 expr inh	KB-3-1 cytotox	WRN helicase inh	IL-1B inflam inh	KB-V1 cytotox	HT1080 IDH1KD tx
O=C(CSc1ccccc1F)NNC(=O)c1cncc(Br)c1	0%	-7%	7%	1%	-10%	2%	0	0%	8%
CC(=O)N1C(O)CC(C)N1c1ccccc1 (stereo not drawn)	-37%[inhibitor]	?	2%	7%	5%	7%	25	-4%	4%
COc1ccc(C)cc1-n1c(C)cc(C=O)c1C	-2%	10%	-2%	-9%	-10%	8%	1	-13%	-1%
CCOC(=O)c1c(-c2ccccc2)n(C)c2ccc(O)cc12	1%	2%	7%	15%	2%	-2%	12	-13%	-18%
CCN(C(=S)Nc1cccnc1)c1ccccc1	-4%	-4%	22%	-16%	-22%	4%	5	-7%	17%
CCN1CCN(Cc2c(O)ccc3c2O/C(=C\C=C\c2ccccc2OC)C3=O)CC1	?	12%	?	-4%	-5%	-11%	-23	-1%	?
COC(=O)CCSCC(=O)Nc1nnc(C)s1	15%	-10%	5%	1%	7%	7%	7	0%	0%
CC(C)(C)c1cc(C(=O)NCc2ccco2)ccn1	3%	-1%	6%	-6%	-1%	7%	9	-49%	4%
CCOc1ccc2nc(SCC(=O)N(CCOC)c3c(N)n(Cc4ccccc4)c(=O)[nH]c3=O)[nH]c2c1	0%	0%	-11%	2%	-2%	7%	19	18%	-8%
Cc1nn(-c2ccccc2)c(-c2ccccc2[N+](=O)[O-])c1CC#N	/	/	0%	9%	0%	-7%	10	0%	-3%
CCN1CCN(c2ncnc3scc(-c4ccc(C)cc4)c23)CC1	3%	-8%	-11%	-9%	0%	-3%	-15	-12%	-4%
COC(=O)c1cc(Br)c(=O)n(CCN2CCCC2)c1	-1%	-5%	1%	3%	-1%	7%	32	7%	-2%
C/C(CC(=O)Nc1cc(C)ccn1)=N\NC(=O)c1cccc(C)c1	-13%	-7%	19%	-1%	?	0%	0	-21%	-2%
Cc1cc(N2C(=O)C(O)=C(C(=O)c3cc4ccccc4o3)C2c2ccc(Cl)cc2)no1 (stereo not drawn)	-13%	-1%	0%	2%	-1%	9%	-9	-2%	-11%
CCCCN(C(=O)CN1CC(C)OC(C)C1)c1c(N)n(CC(C)C)c(=O)[nH]c1=O (stereo not drawn)	-5%	-1%	21%	0%	20%	-4%	32	-5%	4%

An excerpt from above in order of the WRN helicase inh value, smallest number first:
SMILES	SW480 rereplic	WRN helicase inh	IL-1B inflam inh
CCOC(=O)c1c(-c2ccccc2)n(C)c2ccc(O)cc12	2%	-2%	12
C/C(CC(=O)Nc1cc(C)ccn1)=N\NC(=O)c1cccc(C)c1	-7%	0%	0
COC(=O)CCSCC(=O)Nc1nnc(C)s1	-10%	7%	7

Continuation.
SMILES	MCF10A rerep	SW480 rereplic	HT1080NT lethal	ATXN2 expr inh	KB-3-1 cytotox	WRN helicase inh	IL-1B inflam inh	KB-V1 cytotox	HT1080 IDH1KD tx
N#CCc1ccc(NC(=O)c2ccc(S(=O)(=O)N3CCCC3)cc2)cc1	30%	-8%	-14%	-17%	-9%	4%	15	4%	-2%
Cn1ccnc1SCC(=O)N1CCc2ccccc21	1%	9%	0%	1%	0%	-6%	-3	-3%	15%
Cc1cccc(C)c1NC(=S)NCCCN1CCCC1=O	4%	-1%	13%	1%	8%	-15%	0	-7%	10%
O=C(Nc1ccc2c(c1)OCCO2)C1CCCN(c2ncccn2)C1 (stereo not drawn)	162%[0.0737 µM]	-23%	-3%	-19%	5%	12%	24	-4%	-2%
Cc1ccc(Cn2nnc3c(=O)[nH]c(C(=O)NCc4ccco4)nc32)cc1	2%	-6%	-7%	-1%	-20%	-1%	18	0%	-24%
O=C1NCCN1c1ncc([N+](=O)[O-])s1	-9%	-72%[inhibitor]	17%	1%	0%	6%	-2	26%	-4%
CCCc1cc(=O)n2nc(N3CCC(C(=O)N4CCN(c5cccc(OC)c5)CC4)CC3)sc2n1	8%	-13%	-1%	?	-5%	8%	?	-16%	-12%
COc1ccc(/C=C(/NC(=O)c2ccc(C)cc2)c2nc3ccccc3[nH]2)cc1OC	-8%	3%	2%	30%	7%	-6%[57.1 µM]	-14	?	0%
COc1cc(C(C(=O)NC2CCCCC2)N(Cc2ccco2)C(=O)c2cnccn2)cc(OC)c1OC (stereo not drawn)	?	2%	25%	-32%	3%	3%	0	-11%	24%
O=C(Nc1ccncc1)c1ccc(N2CCCC2=O)cc1	2%	-3%	2%	1%	-2%	-16%	-25	?	0%
COc1ccc(-c2cc(C(=O)Nc3cc(OC)c(OC)c(OC)c3)no2)cc1	10%	10%	-1%	-7%	5%	-3%	-14	12%	4%
COCC(C)n1c(SCC(=O)NC2CCCCC2)nc2ccccc2c1=O (stereo not drawn)	/	/	-1%	/	0%	10%	13	26%	4%
CC1CN(S(=O)(=O)c2ccc(C(=O)NCCCn3ccnc3)cc2)CC(C)O1 (stereo not drawn)	3.7µM*	5.8µM*	2.1µM*	-31%	-5%	-12%	-12	16%	1.8µM*
COC(=O)C1(S(=O)(=O)c2cccc3nsnc23)CC1	-3%	3%	0%	-17%	-5%	-5%	29	4%	-3%
CCCCCN(C(=O)CCC(=O)OC(C)C(=O)c1ccc(Cl)cc1)c1c(N)n(CCCC)c(=O)[nH]c1=O (stereo not drawn)	15%	-1%	-1%	-9%	1%	1%	-15	0%	-15%
COc1cc(/C(=C/c2ccccc2)c2ccccc2)c2c(c1)oc1ccccc12	20%	3%[9.22 µM]	0%	-11%	5%&0%	-3%	-9	-8%&-6%	8%
COc1ccc(C2N(c3ccc(C)cc3)CCN2c2ccc(C)cc2)cc1O	?	19%	14%	-1%	-17%	2%	-12	0%	9%
O=C(O)/C=C/C(=O)N1CCc2ccccc21	15%	-4%	-1%	/	3%	-3%	24	5%	-3%
Cc1nc(COC(=O)c2cc(O)c3ccccc3c2O)cs1	?	7.3µM*	0%	?	7%	-10%	0	1%	-9%
Cc1[nH]c2ccccc2c1SCC(=O)N1CCCCC1	5.8µM*	15%	2%	-13%	-11%	0%	-16	-23%	11%
COc1cc(NC(=O)Nc2ccccc2OC)c(OC)cc1NC(=O)CN1CCCCC1	-3%	-5%	-14%	5%	?	-14%	-4	-31%	-15%
Fc1ccccc1N1CCN(C2CCCN(Cc3ccccc3C(F)(F)F)C2)CC1 (stereo not drawn)	?	4%	-3%	-23%	-14%	-7%	29	?	4%
Cc1ccc(Cn2ccc(NC(=O)c3nn(C)cc3Cl)n2)cc1	-4%	-1%	14%	45%[activator]	?	-20%	-2	5%	11%
O=C1CCC/C=C\C[C@H](CC(=O)N(CCO)Cc2ccccc2)C(=O)N2CCC[C@@H]2CO1	?	-8%	7%	4%	9%	10%	10	0%	12%
O=S(=O)(c1ccccc1)c1ccc(C(F)(F)F)cn1	-14%	-6%	4%	4%	-6%	1%	-21	0%	4%
Cc1ccnc(NC(=O)c2cc3ccccc3o2)c1	0%	-1%	?	?	?	3%	?	?	?
COc1cc(/C=N/NC(=O)c2ccccc2NS(=O)(=O)c2cccs2)ccc1O	-17%	?	-3%	12%	-2%	-30%	28	-10%	-3%
O=C1CCCCN1CCC(=O)N1CCCC(N2CCN(c3cccc(Cl)c3)CC2)C1 (stereo not drawn)	2%	10%	6%	9%	/	-30%	10	/	1%
CCC(CC)NC(=O)c1cc(OC)c(OC)cc1[N+](=O)[O-]	-16%	-4%	12%	-1%	-7%	3%	0	31%	12%
Cc1ccc(CNC(=O)CSc2ncccn2)cc1	-6%	-2%	-1%	12%	-6%	-15%	4	5%	5%
CCOC(=O)c1sc(C)c2c(=O)n(CC)nnc12	?	-6%	-2%[9.24 µM]	5%	-15%	-1%	26	-10%	-1%
CN(C(=O)COC(=O)c1ccc(Cl)nc1)c1c(N)n(Cc2ccccc2)c(=O)[nH]c1=O	8%	-7%	-5%	/	-5%	-2%	-23	-13%	6%
Cc1noc2ncnc(Oc3ccc4ccccc4c3)c12	0%	-2%	9%	3%	0%	-17%	?	?	0%
CN(C)c1ccc(-c2ccnc3c2CC(C)(C(=O)NCc2ccccc2)O3)cc1 (stereo not drawn)	/	/	?	-21%	?	-9%	46	?	?
COc1cccc(C(NC(C)=O)c2nc(-c3ccncc3)cs2)c1 (stereo not drawn)	/	/	17%	1%	0%	1%	17	5%	1%
O=C(CN1C(=O)COc2ccccc21)NCc1ccc(C(=O)O)cc1	10%	-3%	11%	2%	11%	-4%	-8	-2%	0%
Cc1cccc(Nc2cc(=O)n(C)c(=O)[nH]2)c1	-10%	-3%	-1%	0%	6%	9%	55	-9%	1%
Cc1ccc2nc(-c3ccccn3)[nH]c2c1	-15%	0%	?	?	?	0%	-4	18µM*	18µM*
C#CCOc1ccc(Cl)cc1/C=C1/C(=O)ON=C1C	15%	?	-29%	-16%	-13%	-3%	50	-1%	-9%
Cc1nc(SCc2nc3cc(Cl)c(F)cc3[nH]2)c2oc3ccccc3c2n1	?	?	/	?	?	/	/	?	/
Cc1nn(Cc2ccccc2)c(=O)n1N(C)c1ncc(C(F)(F)F)cc1Cl	5%	-8%[9.22 µM]	0%	1%	-9%	0%	-17	-25%	-4%
COc1ccc(NS(=O)(=O)c2c(F)cc(F)c(Cl)c2F)cc1S(=O)(=O)N1CCCCC1	-2%	-2%	-7%	-8%	-2%	-8%	-53*	26%	-3%
Cc1cc(=O)oc2cc(NC(=O)c3cc(F)ccc3F)ccc12	-1%	-1%	1%	/	5%	7%	-22	?	7%
